ABHD5-PLIN5 inh: blocks binding of human ABHD5 to perilipin-5 | Q00G26+Q8WTS1 | Split G. princeps luciferase complementation, luminescence, 4 h | inhibition, % at 4 µM | 0.78% of 360,000 active | AID 602281;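 active = inhibition above the mean inhibition across every tested compound plus 3 SD, cut at about 22% in these data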;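 note: 0% = DMSO only wells and the 100% control is not disclosed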
ABCB6 inh 2: blocks the human ABCB6 transporter; 0.19% of 360,000 active; AID 602162; fluorescence ratio to DMSO, % at 10 µM; Q9NP58; K562-ABCB6 porphyrin accumulation, flow cytometry, 1 h; stronger effect = lower value;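 active = fluorescence ratio to DMSO below 75%, the collection mean minus 3 SD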;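 note: signal is porphyrin accumulated inside mitochondria; 100% equals median channel fluorescence of DMSO control wells; lower ratio means ABCB6 inhibition with less porphyrin fluorescence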
Target sequence (Q9NP58 whole entry, looked up): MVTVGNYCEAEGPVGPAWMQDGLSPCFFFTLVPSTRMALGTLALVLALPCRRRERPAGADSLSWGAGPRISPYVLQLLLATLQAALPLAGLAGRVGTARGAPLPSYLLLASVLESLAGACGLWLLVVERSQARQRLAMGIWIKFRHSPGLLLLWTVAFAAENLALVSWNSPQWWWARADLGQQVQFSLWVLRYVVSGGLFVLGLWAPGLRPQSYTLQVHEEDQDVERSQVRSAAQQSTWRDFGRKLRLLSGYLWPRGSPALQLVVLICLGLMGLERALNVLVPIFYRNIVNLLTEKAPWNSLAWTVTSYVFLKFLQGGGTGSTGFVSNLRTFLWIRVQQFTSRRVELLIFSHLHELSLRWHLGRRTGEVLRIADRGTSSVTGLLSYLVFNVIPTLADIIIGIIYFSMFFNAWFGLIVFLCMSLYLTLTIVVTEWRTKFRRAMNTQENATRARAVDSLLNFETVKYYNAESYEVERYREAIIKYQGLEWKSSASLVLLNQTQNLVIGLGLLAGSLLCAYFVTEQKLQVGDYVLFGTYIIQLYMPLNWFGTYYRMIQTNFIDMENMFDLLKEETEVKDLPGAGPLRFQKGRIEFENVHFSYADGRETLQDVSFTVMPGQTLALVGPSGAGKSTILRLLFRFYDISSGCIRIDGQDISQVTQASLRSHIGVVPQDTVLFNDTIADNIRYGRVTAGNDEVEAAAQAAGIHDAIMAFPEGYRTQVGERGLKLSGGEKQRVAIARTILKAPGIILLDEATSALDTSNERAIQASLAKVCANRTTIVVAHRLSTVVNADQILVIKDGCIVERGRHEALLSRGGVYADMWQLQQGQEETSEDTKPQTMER
Glyco luc inh: N-linked glycosylation inhibition; D54 ERlucT glycosylation luciferase reporter, 24 h; percent of 100 nM tunicamycin response; reporter increase, % at 12.5 µM; 0.23% of 360,000 active; AID 588692;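 active = mean luciferase reporter signal, scaled so untreated is 0 and the glycosylation-blocking control 100, at or above a set limit in every replicate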;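 note: luciferase carries N-glycosylation sites so blocking glycosylation raises the light; 0% = median of neutral control wells and 100% = median of 100 nM tunicamycin wells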
MC4R antag cAMP: antagonists of human melanocortin 4 receptor (MC4R). P32245. MC4R-expressing cells, MTII-stimulated cAMP, LANCE TR-FRET. inhibition, % at 6.5 µM. 0.48% of 360,000 active;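 active = inhibition above its plate's cutoff, the mean of tested wells on that plate plus 3 SD, cut at about 29% in these data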;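 note: 0% = Melanotan II alone and 100% = Melanotan II plus saturating MCL0020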
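Test system: U2OS cells stably expressing human melanocortin 4 receptor (MC4R); also added: Melanotan II challenge; compound: 6.5 µM single dose; timing: 30-min compound preincubation, 1-h Melanotan II challenge, 1-h detection, room temperature; signal: Eu-cAMP/anti-cAMP TR-FRET, emission 671 nm; repeats: one well per compound, no replicates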
aDG glyco act: increases alpha dystroglycan glycosylation | activation, % at 10 µM | 0.22% of 360,000 active | Pro5-aDG cells, alpha-DG glycosylation AlphaScreen (IIH6); 0% Pro5, 100% B10-LARGE cell signal | AID 624168;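 active = activation of at least 8% versus controls, or a plate z-score of at least 8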;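 note: Pro5 are CHO cells carrying HIG-tagged alpha-DG that lacks glycosylation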
TLR9-MyD88 block: TLR9-MyD88 interaction inhibition. CHO BLA complementation TLR9-MyD88, CCF4 FRET ratio. 0.21% of 340,000 active. Q9NR96+Q99836. inhibition, % at 4.98 µM;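 active = inhibition above the mean over all tested compounds plus 3 SD, cut at about 21% in these data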;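 note: 0% = DMSO only wells and 100% = clavulanate BLA inhibitor control wells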
Vif imaging: inhibitors of HIV Vif. AID 602346. HEK293T cells, Vif self-association by quenched fluorescence, imaging, 24 h. inhibition, % at 7.49 µM. 0.35% of 340,000 active; in the data active = inhibition above about 50%, passing the limit was not always enough; note: some results filed as inactive read as strong as hits
MC4R barr agon: agonists of human melanocortin 4 receptor (MC4R) beta-arrestin; P32245; U2OS MC4R beta-arrestin complementation, luminescence; percent of melanotan II response, DMSO zero; activation, % at 8.9 µM; 0.98% of 360,000 active; AID 540308;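 active = activation above a per-plate cutoff, the mean activation of sample wells on that plate plus 3 SD, cut at about 8% in these data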
Granule exo inh: blocks lytic granule exocytosis | TALL-104 LAMP-1 surface exposure, flow cytometry; cells stimulated with thapsigargin and PMA | inhibition, % at 10 µM | 0.66% of 360,000 active | AID 651702;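 active = inhibition above about 55%, limit read from the data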
NOD2 RIPK2 PPI: inhibitors of human NOD2-RIPK2 interaction | inhibition, % at 4.98 µM | 0.38% of 360,000 active | CHO BLA complementation NOD2-RIPK2, CCF4 ratio | O43353; in the data active = inhibition above about 21%;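 note: 0% = vehicle only and 100% = reference blocker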
* = called active by the depositor; . = no result given.

1: O=C(COc1ccccc1)NCCSCc1ccccc1Cl
2: COCCN(C(=S)Nc1cc(C)cc(C)c1)C(C)c1ccco1 (configuration not stated)
3: CCN(CC)S(=O)(=O)c1cccc(C(=O)NNC(=O)C2=NN(c3ccccc3)C(=O)CC2)c1
4: CCCCCCn1nc(C(=O)Nc2nc3c(s2)CCCC3)c2ccccc2c1=O
5: C[n+]1ccn(CC(=O)c2ccc(Cl)cc2)c1
6: Cc1cc(C(=O)NC2=NCCS2)cs1
7: COc1ccc(N2CCN(C(=O)c3ccc(CNS(=O)(=O)c4cccc(OC)c4)cc3)CC2)cc1
8: CCc1nnc(NC(=O)c2sc3nc4cc(C)ccc4cc3c2N)s1
9: COCc1ccc2oc(C(=O)O)cc2c1
10: CC(NCc1cccs1)C(=O)NC1CCCCC1 (configuration not stated)

screen / no.	1	2	3	4	5	6	7	8	9	10
aDG glyco act	0.0	0.1	-0.2	-0.4	-0.1	0.0	1.4	0.1	0.0	0.7
Glyco luc inh	1	-1	1	-12	1	-8	-1	4	1	0
Vif imaging	3	2	3	19	2	-2	-14	170*	3	2
ABCB6 inh 2	99	94	92	95	103	96	107	126	94	94
Granule exo inh	-1	5	-2	-1	6	0	-10	-3	1	-1
MC4R antag cAMP	7	-5	-3	5	-3	-1	-3	12	19	-4
ABHD5-PLIN5 inh	-2	-1	-3	-3	0	-1	8	-8	8	11
TLR9-MyD88 block	-5	-3	0	0	3	-2	3	-4	-1	6
MC4R barr agon	-2.3	-2.2	-4.4	-0.9	-1.5	1.1	-2.8	-2.4	1.0	2.0
NOD2 RIPK2 PPI	0	-1	-11	-9	-12	11	3	5	-15	-5

11: O=C(CCCn1cncn1)N1CCCC(N2CCN(c3ccc(F)cc3)CC2)C1 (configuration not stated)
12: CC(OC(=O)c1ccc2c(=O)n3c(nc2c1)CCC3)C(=O)NC1CCCCC1C (configuration not stated)
13: CCn1c(SC)nnc1-c1sc2cc(Cl)ccc2c1Cl
14: CN(C)CCCNC(=S)N(CCN(C)C)Cc1cc2cc3c(cc2[nH]c1=O)OCCO3
15: O=C(CSc1nc(O)c(C2CCCCC2)c(=O)[nH]1)Nc1ccc(F)cc1
16: O=C(COc1ccccc1Cl)Nc1cccnc1
17: COc1cc(F)ccc1-c1cc(C(=O)NCc2ccc(C(F)(F)F)cc2)[nH]n1
18: Cc1cccc(Nc2n[nH]c(=S)s2)c1C
19: Cc1cc2n(n1)C(c1ccccc1)CC(c1ccc(Br)cc1)=N2 (configuration not stated)
20: Cc1cc(=O)oc2cc(OC(C)C(=O)Nc3nccs3)ccc12 (configuration not stated)

screen / no.	11	12	13	14	15	16	17	18	19	20
aDG glyco act	-0.1	0.3	0.0	0.2	0.0	0.1	-0.2	-0.1	-0.2	3.3
Glyco luc inh	1	2	0	-1	-2	0	0	2	-1	1
Vif imaging	-5	.	-17	4	2	8	3	6	-2	8
ABCB6 inh 2	94	89	92	102	99	100	96	98	118	100
Granule exo inh	0	4	0	0	0	2	1	2	0	0
MC4R antag cAMP	5	5	-1	7	18	12	-6	-14	5	4
ABHD5-PLIN5 inh	0	-7	8	-7	-2	2	-17	-24	-5	-4
TLR9-MyD88 block	-2	-5	-14	-7	-4	-2	.	-9	24*	-8
MC4R barr agon	0.7	-3.7	-1.3	0.4	0.1	-1.7	0.1	-2.4	-0.5	-2.3
NOD2 RIPK2 PPI	-8	-12	3	-1	-3	7	-7	-1	22*	-4

Retrieved by structure from the entries so far, 4 records:
15: O=C(CSc1nc(O)c(C2CCCCC2)c(=O)[nH]1)Nc1ccc(F)cc1
13: CCn1c(SC)nnc1-c1sc2cc(Cl)ccc2c1Cl
4: CCCCCCn1nc(C(=O)Nc2nc3c(s2)CCCC3)c2ccccc2c1=O
7: COc1ccc(N2CCN(C(=O)c3ccc(CNS(=O)(=O)c4cccc(OC)c4)cc3)CC2)cc1

screen / no.	15	13	4	7
aDG glyco act	0.0	0.0	-0.4	1.4
Glyco luc inh	-2	0	-12	-1
Vif imaging	2	-17	19	-14
ABCB6 inh 2	99	92	95	107
Granule exo inh	0	0	-1	-10
MC4R antag cAMP	18	-1	5	-3
ABHD5-PLIN5 inh	-2	8	-3	8
TLR9-MyD88 block	-4	-14	0	3
MC4R barr agon	0.1	-1.3	-0.9	-2.8
NOD2 RIPK2 PPI	-3	3	-9	3

Following part:
21: O=C(NCCCN1CCOCC1)c1ccc(Sc2ccccc2Cl)c([N+](=O)[O-])c1
22: CNC(=O)CN1C(=O)c2ccccc2S1(=O)=O
23: COc1ccc(N2CCN(C(=O)c3ccc(COc4ccc5c(C)cc(=O)oc5c4)cc3)CC2)cc1
24: CC(C)OC(=O)C1=C2SCC(=O)N2C(N)=C(C#N)C1
25: O=C(COc1ccc2ccc(=O)oc2c1)NCCCN1CCCC1=O
26: S=C(Nc1ccccc1)Nn1cnnc1
27: Clc1ccc(-c2nc3ncccn3c2Nc2ccc3c(c2)OCCO3)cc1
28: CC(C)(C)n1nnnc1C(c1cccnc1)N(Cc1ccccc1)Cc1cccs1 (configuration not stated)
29: CC(=O)N1CCCc2cc(S(=O)(=O)CCC(=O)N3CCN(c4ccccc4)CC3)ccc21
30: CCCc1nnc(NC(=O)CCC(=O)N2CCC(Cc3ccccc3)CC2)s1

screen / no.	21	22	23	24	25	26	27	28	29	30
aDG glyco act	-0.2	0.3	0.3	-0.1	-0.1	-0.1	0.3	0.0	-0.3	-0.4
Glyco luc inh	-3	1	-5	1	0	4	1	-5	-1	-1
Vif imaging	-8	2	-3	11	2	8	3	.	15	-1
ABCB6 inh 2	99	105	99	94	92	94	92	93	98	97
Granule exo inh	6	-4	2	0	10	1	1	3	-1	1
MC4R antag cAMP	11	-7	31*	1	-2	2	0	14	13	-1
ABHD5-PLIN5 inh	10	-1	7	-6	0	4	-1	-5	-3	1
TLR9-MyD88 block	1	8	0	8	3	14	2	2	-3	1
MC4R barr agon	-1.4	0.5	-2.5	0.2	-1.4	-0.9	0.1	-1.8	-0.3	-1.1
NOD2 RIPK2 PPI	5	-6	-1	7	3	-4	8	15	3	-16

31: C=CCn1c(COc2ccccc2)nnc1SCC(=O)N/N=C/c1cc(Cl)ccc1O
32: CC(C)Nc1nc(NC(C)(C)C)nc(Oc2ccc(=O)n(C)n2)n1
33: O=C(NCc1cccnc1)c1ccc(CN2CCc3ccccc3C2)cc1
34: CCOC(=O)c1sc(NC(=O)CN2CC(C)OC(C)C2)nc1C (configuration not stated)
35: CCn1c(C)cc(/C=C2/NC(=O)N(Cc3ccccc3F)C2=O)c1C
36: CC(NC(=S)NC(=O)c1cccs1)c1ccccc1 (configuration not stated)
37: COc1ccc(CNC(=O)[C@@H](C)NC(=O)C2CCN(C(=O)[C@@H](N)CCSC)CC2)cc1
38: CCOC(=O)N/N=C/c1ccc(F)cc1
39: CCCCCN(C(=O)CCC(=O)OCC(=O)Nc1ccc(C)cc1F)c1c(N)n(CCCC)c(=O)[nH]c1=O
40: COc1ccc(/C=C2\SC(=O)N(CC(=O)NC3C=CS(=O)(=O)C3)C2=O)cc1 (configuration not stated)

screen / no.	31	32	33	34	35	36	37	38	39	40
aDG glyco act	0.6	0.1	0.5	0.1	-0.3	0.8	1.4	0.1	-0.1	0.1
Glyco luc inh	3	7	-2	-2	-1	-1	2	-4	3	-2
Vif imaging	0	-6	0	-3	-4	1	-8	-3	-3	2
ABCB6 inh 2	108	90	94	100	101	91	99	100	96	97
Granule exo inh	-1	-1	2	-7	-1	-2	-3	-6	-1	-1
MC4R antag cAMP	6	-2	9	14	5	4	5	0	4	13
ABHD5-PLIN5 inh	-3	-1	-3	-3	-4	-7	-3	-6	5	1
TLR9-MyD88 block	0	0	7	2	6	2	2	-8	-11	-11
MC4R barr agon	-1.0	-0.8	-1.0	0.5	-0.8	1.6	-1.2	0.2	-2.2	-2.4
NOD2 RIPK2 PPI	-1	-2	-6	-10	-9	2	-2	-16	-2	-4

41: Cc1cc(NC(=O)CSCC(=O)Nc2nc3ccc(F)cc3s2)no1
42: CC(C)CN(C(=O)COC(=O)CSc1ccccc1)c1c(N)n(Cc2ccccc2)c(=O)[nH]c1=O
43: CCn1cc(C(=O)NCCCN2CCCC2)c(=O)c2cc(S(=O)(=O)N3CCc4ccccc4C3)ccc21
44: CN(C)c1cccc(C(=O)OCC(=O)N(C)c2ccccc2)c1
45: CC(c1ccccc1)n1c(SCC(=O)Nc2ccccc2)n[nH]c1=O (configuration not stated)
46: COc1cc2oc(=O)cc(CN3CCN(c4ccccc4F)CC3)c2cc1Cl
47: COc1ccc(OC2C(=O)N(c3ccc(C)c(C)c3)C2c2ccc(OC)c(OC)c2)cc1 (configuration not stated)
48: CC1(C)NC(=O)N(CCOCCOc2ccccc2-c2ccccc2)C1=O
49: CN(CC(=O)Nc1ccccc1C(F)(F)F)C(=O)c1ccc(N2C(=O)CCC2=O)cc1
50: O=C(NCCc1ccccc1)C1CCCN1C(=O)NCc1ccccc1 (configuration not stated)

screen / no.	41	42	43	44	45	46	47	48	49	50
aDG glyco act	-0.3	0.0	-0.6	-0.1	0.0	-0.4	-0.5	0.0	0.0	0.1
Glyco luc inh	3	1	-3	-2	2	4	-7	3	-2	1
Vif imaging	-3	50*	8	1	-10	.	-17	-5	-7	-1
ABCB6 inh 2	112	99	97	101	89	98	99	97	98	87
Granule exo inh	-2	0	0	-2	2	-1	1	-4	8	2
MC4R antag cAMP	4	3	-4	10	5	.	0	2	-2	3
ABHD5-PLIN5 inh	-3	-8	7	6	1	7	-2	-3	1	-1
TLR9-MyD88 block	-10	8	1	-4	-6	.	1	17	-1	-1
MC4R barr agon	-1.9	1.6	-2.5	0.2	0.1	.	-0.9	1.4	-1.3	0.2
NOD2 RIPK2 PPI	1	-7	-9	0	0	-8	2	4	5	-9

51: O=C(NCc1ccccn1)c1cccc(NS(=O)(=O)c2ccc(Br)cc2)c1
52: Nc1nc(-c2ccc3c(c2)CCCC3)cs1
53: CC1=C(C(=O)N2CCCCCC2)CC(CC(=O)NCCc2ccccn2)C(=O)N1Cc1ccc(F)cc1 (configuration not stated)
54: COc1ccc(C(=O)NCC(=O)OCC(=O)NC(=O)NC2CCCCC2)cc1OC
55: CN(CC(O)CON=C1c2ccccc2-c2ccccc21)S(=O)(=O)c1ccc(Br)cc1 (configuration not stated)
56: COc1ccc(NC(=O)CN2CCN(c3ccccc3)CC2)cc1
57: O=C(OCC(=O)N1CCCC1)c1ccc(Cl)nc1

screen / no.	51	52	53	54	55	56	57
aDG glyco act	0.1	-0.1	-0.1	-0.1	0.1	0.1	-0.2
Glyco luc inh	0	-1	.	-2	-3	0	1
Vif imaging	-4	-8	.	.	.	-6	-3
ABCB6 inh 2	95	117	97	82	95	96	104
Granule exo inh	-5	8	6	-5	1	-2	4
MC4R antag cAMP	2	19	.	8	-6	-1	-3
ABHD5-PLIN5 inh	6	-13	2	3	-4	2	0
TLR9-MyD88 block	0	1	.	7	-4	2	2
MC4R barr agon	-3.4	0.8	.	-1.4	-2.1	1.1	-1.6
NOD2 RIPK2 PPI	-12	1	-2	-9	-12	-5	-5

This is a subset; the hit share may differ from the screen's.
